tim23-1 inh: tim23-1 yeast growth inhibition. 330,000 compounds, 1.3% hits. inhibition, % at 20 µM. S. cerevisiae tim23-1 growth, BacTiter-Glo luminescence, 24 h;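 active = growth inhibition of the mutant yeast at or above 50%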;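 note: temperature-sensitive mutant grown at 25 °C; plate controls were DMSO-treated mutant yeast for no effect and medium wells lacking yeast for full effect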
tim10-1 inh: growth inhibitors of tim10-1 mutant yeast. S. cerevisiae tim10-1 ts strain growth, BacTiter-Glo, 24 h. inhibition, % at 20 µM. 330,000 compounds, 2.2% hits;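 active = inhibition of at least 40%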;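 note: mutant grown at 25 °C; 0% = DMSO wells with yeast and 100% = wells holding no yeast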
TIM10 inh: growth inhibitors of TIM10 yeast strain; S. cerevisiae TIM10 strain growth, BacTiter-Glo luminescence, 24 h; inhibition, % at 10 µM; 330,000 compounds, 1.4% hits;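 active = inhibition of 40% or more at the single tested concentration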;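 note: wild-type TIM10 isogenic control strain grown at permissive 25 °C; 0% = DMSO yeast wells and 100% = minimal medium wells without yeast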
Mdm2 MdmX PPI: inhibitors of human Mdm2/MdmX interaction; O15151+Q00987; SaOS-2 split-luciferase Mdm2/MdmX complementation, luminescence; inhibition, % at 8 µM; 330,000 compounds, 3% hits;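 active = inhibition of at least 50% at 8 µM in the primary screen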
NALP3 yeast inh: inhibitors of NALP3 inflammasome in yeast | Yeast reconstituted NLRP3/ASC/caspase-1, beta-gal luminescence, 24 h | inhibition, % at 10 µM | AID 2825 | 330,000 compounds, 0.39% hits;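 active = inhibition of 50% or more; inactive = inhibition below 50%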;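 note: plate controls were induced DMSO wells for no effect and uninduced yeast grown without galactose for full effect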
CHOP UPR activ: activators of apoptotic arm of unfolded protein response (CHOP); CHO-CHOP luciferase reporter, UPR activation, luminescence; percent of tunicamycin response over DMSO baseline; activation, % at 10 µM; 330,000 compounds, 0.34% hits; AID 449763;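 active = at 10 µM dose, activation of 40% or more, normalized to positive control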;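 note: 100% = tunicamycin at 10 µg/mL and 0% = DMSO alone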
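Material: CHO-CHOP cells, stable luciferase reporter of PERK-eIF2a-CHOP signalling; quantity: 500 reporter cells seeded per well; buffer or medium: F12 medium containing 10% fetal bovine serum; compound: one dose, 10 µM in 0.5% DMSO; incubation: 6 h compound treatment, 37 °C; measured by: Steady-Glo luciferase luminescence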
XBP1 UPR activ: activators of adaptive arm of unfolded protein response (XBP1); AID 463104; activation, % at 20 µM; CHO-XBP1 luciferase reporter, IRE1-XBP1 UPR activation, luminescence; percent of tunicamycin response, DMSO as zero; 330,000 compounds, 0.33% hits;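 active = versus positive control, 20 µM dose yields 30% or more activation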;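 note: 100% = tunicamycin at 10 µg/mL and 0% = DMSO only wells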
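Material: CHO cell line with stable XBP1 luciferase reporter; schedule: 16-18 h cell attachment at 37 °C, then 6 h compound exposure; signal: glow luminescence from Steady-Glo reagent; medium: serum-containing F12 medium, 10% FBS; benchmarks: tunicamycin 10 µg/mL and vehicle-only wells; read-out: percent activation relative to tunicamycin reference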
GRIN3A LBD mod: NR3A (human) ligand-binding domain modulation; NR3A LBD differential scanning fluorimetry, Tm shift; 0% = protein alone, 100% = glycine-bound protein; Tm shift relative to glycine control, % at 25 µM; 340,000 compounds, 2.5% hits;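 active = melting temperature shift of at least 10% of the positive control shift, at one fixed dose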
APJ agonist: APJ receptor agonism | 330,000 compounds, 0.11% hits | CHO-K1 APJ PathHunter beta-arrestin, luminescence; 0% DMSO wells, 100% apelin | activation, % at 20 µM | AID 2520;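 active = activation more than six SD over the plate average, tested at 20 µM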;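 note: 0% = DMSO alone and 100% = apelin-13 at 10 nM; some results filed as inactive read as strong as hits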
Target sequence (P35414 whole entry, looked up): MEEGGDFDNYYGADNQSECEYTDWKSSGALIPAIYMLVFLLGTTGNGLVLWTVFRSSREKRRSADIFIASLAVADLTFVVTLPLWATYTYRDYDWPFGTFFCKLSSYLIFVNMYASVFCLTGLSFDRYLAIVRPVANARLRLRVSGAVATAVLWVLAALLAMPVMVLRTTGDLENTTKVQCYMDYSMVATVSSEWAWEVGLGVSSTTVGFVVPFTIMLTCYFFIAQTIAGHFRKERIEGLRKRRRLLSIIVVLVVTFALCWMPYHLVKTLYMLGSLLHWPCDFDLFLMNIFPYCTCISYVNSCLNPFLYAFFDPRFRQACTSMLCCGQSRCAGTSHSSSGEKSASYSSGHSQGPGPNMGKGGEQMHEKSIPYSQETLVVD
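Assay system: CHO-K1 cells stably expressing ProLink-tagged human APJ and arrestin–beta-gal acceptor. Compound dosing: 20 µM single point, 1% DMSO. Times: 16-18 h seeding, 90 min dark compound exposure, 60 min detection. Detection: beta-gal luminescence. Evaluation: APJ–arrestin association signal. Controls: negative DMSO alone, positive Apelin-13 at 10 nM.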
* marks the source's active call; other numbers are inactive results. Rows were taken by chance; 8.2% or so of the library scored in one or more.

SMILES	tim23-1 inh	tim10-1 inh	TIM10 inh	Mdm2 MdmX PPI	NALP3 yeast inh	CHOP UPR activ	XBP1 UPR activ	GRIN3A LBD mod	APJ agonist
CCOC(=O)c1[nH]c2ccc(OC)cc2c1NC(=S)N1CCN(c2ccccn2)CC1	14	7	3	14	4	-1.0	-2	0	-2
Cc1ccc(CSC2=Nc3ccccc3C3=NC(CC(=O)NCc4ccco4)C(=O)N23)cc1 (stereo unspecified)	24	28	5	-48	5	-1.4	2	-1	-7
CN(C)S(=O)(=O)c1cccc(C(=O)NCC(=O)NC2CCN(Cc3ccccc3)CC2)c1	7	-2	-8	4	2	-1.7	-5	0	-2
O=C(CCCOc1ccccc1)n1nnc2ccccc21	21	11	-3	16	15	-1.4	-3	2	1
CCOC(=O)C(C(=O)Nc1cccc(C)c1)C1CCCCC1 (stereo unspecified)	24	21	4	19	11	-0.3	-1	0	1
Clc1ccccc1OCc1nnc(-c2ccccc2)o1	37	23	13	-108	9	9.0	1	-2	-3
CCC1(C)CC2(CCCN(CCC(O)(c3ccccc3)c3ccccc3)C2)CCO1 (stereo unspecified)	21	2	13	11	20	1.7	-1	-1	-8
COC(=O)C1=C(C)N(c2cccc(C(C)=O)c2)C(=O)C1	7	19	6	11	3	0.0	-1	2	-3
NCC(c1ccccc1)c1c[nH]c2ccccc12 (stereo unspecified)	26	26	11	2	13	1.0	-2	2	-1
COc1ccc(C(=O)Nc2c(C)cc(C)cc2C)cc1OC	9	-3	-3	17	13	-1.1	-4	1	-5
COCCNC(=O)/C(C#N)=C/c1cccc(OCc2ccccc2)c1	68*	53*	56*	16	21	-1.4	-2	-3	0
CS(=O)(=O)c1cccc(NC(=O)c2ccc(Cl)c(Cl)c2)c1	-31	25	16	20	-9	1.6	3	-2	0
COc1ccc2c(c1)c1ncn(CC3CCCO3)c(=O)c1n2C (stereo unspecified)	15	-6	0	-6	5	1.9	6	-1	-5
COC(=O)[C@]1(C)N[C@H](CN(C)S(=O)(=O)c2ccc(OC(F)(F)F)cc2)[C@@H]2C(=O)N(C)C(=O)[C@@H]21	15	7	3	-3	-4	-0.6	-1	4	0
CCOC(=O)/C(C#N)=C\c1c(OCC)n(CC)c2ccccc12	28	17	-5	1	19	-2.2	-1	-11	-3
COc1cc(/C=N/NC(=O)CC2(C)OCCCO2)ccc1OCc1ccccc1	37	29	1	6	2	0.9	0	2	-1
CC(C)(C)C(=O)Nc1ccc(-c2csnn2)cc1	7	0	17	-13	31	2.9	4	-2	3
N#CNC(=Nc1cccc(C(F)(F)F)c1)SCc1ccc(C(=O)O)cc1	12	-4	-9	-8	-3	1.5	-1	-7	-3
CC(=O)Nc1ccc(S(=O)(=O)N2CCN(C(=O)c3ncoc3-c3ccc(F)cc3)CC2)cc1	-3	-2	-16	16	7	-2.0	-2	2	-2
CCOC(=O)c1cc2c(=O)[nH]ccc2nc1C	-4	-9	-12	22	-25	-0.6	2	1	-6
O=C(Nc1ccccc1F)C1CCCN(S(=O)(=O)c2ccc(-n3cnnn3)cc2)C1 (stereo unspecified)	0	3	-11	9	10	0.0	-5	0	2
O=C(OCC(=O)N1CCC(Cc2ccccc2)CC1)c1cc(Cl)ccc1O	2	-18	-4	-1	17	-0.3	-2	7	3
Cc1ccc(NC(=O)CCC(=O)NNC(=O)c2ccccc2[N+](=O)[O-])c(C)c1	0	-3	-9	18	15	1.3	-3	-2	-3
Cc1ccc(S(=O)(=O)Nc2cc3c(cc2N2CCOCC2)n(C)c(=O)c(=O)n3C)cc1	5	-11	10	11	-5	-1.4	-2	0	7
Cc1ccc(-n2c(SCC(=O)OC(C)C)nnc2-c2ccncc2)cc1	18	21	14	-1	4	-0.7	1	0	-2
Next part:
SMILES	tim23-1 inh	tim10-1 inh	TIM10 inh	Mdm2 MdmX PPI	NALP3 yeast inh	CHOP UPR activ	XBP1 UPR activ	GRIN3A LBD mod	APJ agonist
Cc1ccc(S(=O)(=O)n2nc(OC(=O)c3cccs3)cc2N)cc1	37	34	47*	16	-1	0.5	0	3	-1
CCCN(CCC)CCCNC(=O)CC1Nc2ccccc2NC1=O (stereo unspecified)	3	4	-11	12	-8	-1.6	-7	-1	-1
COc1cccc(-c2ccc(NC(=O)C3CCCN(Cc4cnn(C)c4C)C3)cc2)c1 (stereo unspecified)	-7	-10	2	9	3	-2.9	-1	-2	1
CC1CCc2c(C(=O)Nc3ccc(OC(F)(F)F)cc3)csc2C1 (stereo unspecified)	17	1	-10	-8	24	4.3	6	6	2
CCc1c(C(=O)N/N=C/c2cn[nH]c2-c2ccc(F)cc2)csc1C	7	3	-5	-6	7	0.7	1	-11	0
Cc1ccc(NC(=O)Cn2cc(C=O)c3ccccc32)cc1C	10	5	-1	-12	-7	-1.7	-5	-1	1
Cn1c(Cn2c(=O)sc3ccccc32)nnc1SCC(=O)NCC1CCCO1 (stereo unspecified)	-6	-4	-10	-2	1	-2.7	-1	0	-5
CS(=O)(=O)c1sc(C(=O)NC(=O)Nc2cccc(C(F)(F)F)c2)c2c1C=CCC2	-11	0	-2	17	-9	0.0	-2	-2	-3
CCOC(=O)N1CCN(c2ccccc2OC)CC1	39	-15	1	20	24	-1.9	-3	2	-3
O=C(Nc1ccccc1)c1cccc(C(=O)Nc2ccccc2)n1	10	3	18	6	12	2.4	-5	4	3
CCOC(=O)CSC1=N/C(=C/c2ccc(-n3cncn3)cc2)C(=O)N1C(C)=O	26	29	15	-3	4	0.5	1	1	1
COc1ccc([C@H]2Cc3cccc(O)c3C(=O)O2)cc1O	16	-6	13	14	-2	3.5	2	4	-5
CC(C)CNC(=O)N[C@@H](CC(C)C)C(=O)O	3	9	2	23	-21	-3.3	0	0	-5
CCOc1cc(Br)c(C(=O)O)cc1OCC	5	12	-2	-31	-7	1.7	-1	-9	-1
COC(=O)COc1ccc2oc(=O)cc(C)c2c1	-3	-19	-15	-3	26	-3.0	-3	10	-7
COc1ccc(C)cc1C1=Nc2ccccc2C1(C)C	27	30	28	13	17	-0.3	-2	2	-2
CCCCOc1ccc(C(O)(CC)CCN2CCOCC2)cc1 (stereo unspecified)	13	14	19	26	23	-2.7	-3	2	-3
Clc1ccc(Nc2nc3ccccc3n3nnnc23)cc1	4	15	-6	33	14	-0.8	6	1	-3
O=C1CCN(C(=S)NCCc2ccccc2)CC1	-5	3	2	10	-1	0.3	3	0	0
COc1ccc(-c2ccc(=O)n(Cc3cc(=O)n4ccccc4n3)n2)cc1	26	11	5	15	13	-1.8	2	2	-2
CC(=O)Nc1ccc(NS(=O)(=O)c2cc(Cl)sc2Cl)cc1	14	10	5	-3	14	-1.4	2	4	-2
CCCCCc1nnc(NC(=O)C2CCCO2)s1 (stereo unspecified)	9	4	7	-23	7	3.1	3	2	-1
O=C1OC(N2CCN(c3ccccn3)CC2)c2ccccc21 (stereo unspecified)	4	7	-2	6	12	-0.5	-2	1	0
Cn1nc(C(=O)N2CCC(C(N)=O)CC2)c2c1-c1ccccc1SC2	-3	-20	2	7	20	-0.3	3	2	-1
CCCCCCCCn1c2c(c(=N)c3c1CCC3)CCCC2	49	49*	16	87*	11	15	13	-6	-4
More compounds follow:
SMILES	tim23-1 inh	tim10-1 inh	TIM10 inh	Mdm2 MdmX PPI	NALP3 yeast inh	CHOP UPR activ	XBP1 UPR activ	GRIN3A LBD mod	APJ agonist
Cc1cccc(NC(=O)CN2CCN(C(=O)c3cnn(Cc4ccccc4)c3)CC2)c1C	-14	-6	4	12	-2	-1.4	-1	0	-2
Cc1csc(=Nc2ccccc2)n1C	3	10	10	31	11	1.5	4	-1	0
CC(=O)c1sc(NC(=O)c2ccc(C(C)(C)C)cc2)nc1C	10	6	-3	-89	20	3.2	1	-1	1
COc1cccc(CCC(=O)N2CCC(n3nccc3NC(=O)C3CCOC3)CC2)c1 (stereo unspecified)	-4	2	-1	6	4	2.1	1	0	-7
COc1ccc(-n2c(C)cc(/C=N/Nc3nnc(C)n3N)c2C)cc1	19	15	11	12	2	-0.3	0	-6	5
COC(=O)c1ccsc1NC(=O)CCS(=O)(=O)c1ccc(Cl)cc1	46	56*	32	23	18	2.1	-2	2	-5
COC(=O)c1ccc(/C=C/c2nc3ccccc3c(=O)[nH]2)cc1	-16	2	-13	-34	2	-2.8	-11	0	0
C=C(C)Cn1c(N2CCN(CC)CC2)nc2c1c(=O)[nH]c(=O)n2C	6	5	-36	-24	17	1.0	-4	4	-3
COc1cccc(CN2CCN(C(=O)c3cccs3)CC2)c1OC	10	12	-3	14	-7	0.0	9	-1	0
Cc1cc(C)nc(-n2nc(C)cc2NC(=O)CN2CCCC2)n1	-2	10	9	-15	-4	2.1	-3	0	-3
O=C(COc1ccc(Br)cc1)c1ccc2c(c1)CCCC2	10	13	5	40	26	1.2	1	0	4
Cc1ccc(CNC(=O)CCC2CCCN(Cc3cccc4ncccc34)C2)o1 (stereo unspecified)	3	10	6	10	2	-2.2	-1	-3	-3
CCc1nc(N2CCCCC2)c2oc3ccccc3c2n1	49	41*	13	-9	8	0.4	-1	-3	-4
O=C(Nc1ccc(F)cc1)Nc1ccc2c(c1)OCO2	-1	-10	-10	-48	24	5.1	-2	11*	-8
CCSc1nnc(NC(=O)c2cc(C)oc2C)s1	19	21	33	-106	37	4.0	2	-2	-1
CCCCc1c(O)nc(SCC(=O)c2ccccc2)n(-c2ccccc2)c1=O	16	9	-5	-18	25	0.5	3	-2	0
Cn1c(=O)c2c(nc(SC3C(=O)CC(C)(C)CC3=O)n2C)n(C)c1=O	12	8	2	3	-5	0.5	0	2	-7
Cn1cc(S(=O)(=O)N2CCCC2)cc1C(=O)Nc1cccc(C(F)(F)F)c1	12	-2	7	21	-1	0.9	-5	0	4
CC(Oc1cccc(Cl)c1)C(=O)Nc1ccc(S(=O)(=O)N(C)C2CCN(C)CC2)cc1 (stereo unspecified)	6	4	12	33	18	-1.2	1	-4	1
COc1ccc(S(=O)(=O)Cc2ccc(C(=O)NCc3cccnc3)o2)cc1	-5	5	11	16	19	-1.4	0	-2	-3
Cc1ccc(OCCCn2ccnc2)cc1C	-3	-6	-7	0	5	-1.8	-4	0	0

4 structures from above, ordered by SMILES length, lowest first:
SMILES	tim23-1 inh	tim10-1 inh	TIM10 inh	Mdm2 MdmX PPI	NALP3 yeast inh	CHOP UPR activ	XBP1 UPR activ	GRIN3A LBD mod	APJ agonist
Cc1ccc(OCCCn2ccnc2)cc1C	-3	-6	-7	0	5	-1.8	-4	0	0
O=C(COc1ccc(Br)cc1)c1ccc2c(c1)CCCC2	10	13	5	40	26	1.2	1	0	4
COc1ccc(S(=O)(=O)Cc2ccc(C(=O)NCc3cccnc3)o2)cc1	-5	5	11	16	19	-1.4	0	-2	-3
Cn1cc(S(=O)(=O)N2CCCC2)cc1C(=O)Nc1cccc(C(F)(F)F)c1	12	-2	7	21	-1	0.9	-5	0	4

Mdm2 MdmX PPI: entries above that show a hit.
structure,Mdm2 MdmX PPI,NALP3 yeast inh,XBP1 UPR activ,GRIN3A LBD mod
CCCCCCCCn1c2c(c(=N)c3c1CCC3)CCCC2,87*,11,13,-6
